# High-throughput results (PubChem)
# Tau fluor counter – counter-screen for tau fibril formation inhibitors; tau K18 P301L Alexa594 fluorescence, heparin fibrillization; Potency, µM (titrated, usually from 57.7 µM), for inactives: top-dose activity change, negative = decrease; 280,000 tested, 0.93% active; further: potency means the concentration at half of the fitted maximal effect; on the % scale 0 is the no-effect control and ±100 the full control effect; nearly all actives have a fitted effect of over 55% in size
#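 Human tau K18 P301L (15 uM unlabeled, 0.24 uM Alexa 594-labeled) in 100 mM sodium acetate pH 7 with 20 uM heparin, 6 hr at 37 C. ThT 30 uM added, 1 hr ambient; Alexa 594 FP and total fluorescence read at 555/632 nm.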
# Epigenetic derep – epigenetic control regulation, reporter derepression | Potency, µM (doses to about 53.9 µM), without a hit: top-dose GFP activation, most hits filed as activators | 280,000 tested, 0.2% active | murine LDR cells, GFP reporter derepression, 30 h; further: potency means the concentration at half of the fitted maximal effect; % of control where 0% means no effect; nearly all actives have a fitted effect of over 60% in size
#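 Derepression of a silenced CMV-GFP reporter in murine LDR cells is scored by enumerating GFP-positive cells with a laser-scanning microplate cytometer after 30 hours of treatment at 37 C.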
# Tau fibril FP – blocks human tau fibril formation measured by polarization | P10636 | K18 P301L tau heparin fibrillization, Alexa594 FP, 6 h | Potency, µM (doses to about 57.7 µM), inactives show at the top dose activity, negative = inhibition, hits mostly inhibitors | 280,000 tested, 0.39% active; further: potency means the concentration at half of the fitted maximal effect; on the % scale 0 is the no-effect control and ±100 the full control effect; nearly all actives have a fitted effect of over 55% in size
# Target sequence (P10636 561-689 P618L limits assumed): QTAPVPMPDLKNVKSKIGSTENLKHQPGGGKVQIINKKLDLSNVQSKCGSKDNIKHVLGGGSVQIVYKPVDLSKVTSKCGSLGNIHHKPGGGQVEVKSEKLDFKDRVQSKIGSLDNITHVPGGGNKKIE
#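 Quantitative HTS format: compounds meet 15 uM recombinant K18 P301L tau and Alexa 594-tau tracer in 100 mM sodium acetate pH 7; 20 uM heparin triggers fibrillization at 37 C over 6 hr; FP gives the signal.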
# aGal spleen mod – inhibits or activates alpha-galactosidase in human spleen homogenate | 240,000 tested, 0.008% active | P06280 | Potency, µM (doses to about 80 µM), inactives show at the top dose activity change, negative = inhibition, hits mostly inhibitors | AID 2107 | human spleen homogenate, 4MU-alpha-Gal fluorescence, 40 min;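 further: potency means the concentration at half of the fitted maximal effect; 0% = enzyme with vehicle and -100% = no enzyme basal signal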
# Target sequence (P06280 32-429 limits assumed): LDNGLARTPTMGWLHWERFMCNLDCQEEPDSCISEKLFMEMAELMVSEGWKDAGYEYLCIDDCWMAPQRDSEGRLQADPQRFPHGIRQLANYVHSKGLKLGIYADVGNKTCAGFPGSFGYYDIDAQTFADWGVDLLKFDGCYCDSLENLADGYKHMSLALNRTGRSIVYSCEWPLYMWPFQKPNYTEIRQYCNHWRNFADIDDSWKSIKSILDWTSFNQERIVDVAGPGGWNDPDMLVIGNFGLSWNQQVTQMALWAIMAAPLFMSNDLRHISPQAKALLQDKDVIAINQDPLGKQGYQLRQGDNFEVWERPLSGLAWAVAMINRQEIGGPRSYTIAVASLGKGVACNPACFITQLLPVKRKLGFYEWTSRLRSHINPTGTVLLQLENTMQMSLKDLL
#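 qHTS titration in buffer at pH 5.0. Alpha-galactosidase activity in spleen homogenate was measured via 4-methylumbelliferone release from 1 mM fluorogenic substrate after 40 min at 37C and a pH 10 stop. AC50 came from Hill fits of control-normalized data.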
# NPSR antagonist – neuropeptide S receptor (human) antagonism, cAMP | Q6W5P4 | CHO-NPSR cells, cAMP TR-FRET, antagonist mode | Potency, µM (highest dose often 38.3 µM), for inactives: top-dose activity change, negative = inhibition, actives largely listed as inhibitors | 220,000 tested, 1% active | AID 1461; further: potency means the concentration at half of the fitted maximal effect; on the % scale 0 is the no-effect control and ±100 the full control effect; nearly all actives have a fitted effect of over 50% in size; many of its hits are not listed in these tables
# Target sequence (Q6W5P4 whole entry, looked up): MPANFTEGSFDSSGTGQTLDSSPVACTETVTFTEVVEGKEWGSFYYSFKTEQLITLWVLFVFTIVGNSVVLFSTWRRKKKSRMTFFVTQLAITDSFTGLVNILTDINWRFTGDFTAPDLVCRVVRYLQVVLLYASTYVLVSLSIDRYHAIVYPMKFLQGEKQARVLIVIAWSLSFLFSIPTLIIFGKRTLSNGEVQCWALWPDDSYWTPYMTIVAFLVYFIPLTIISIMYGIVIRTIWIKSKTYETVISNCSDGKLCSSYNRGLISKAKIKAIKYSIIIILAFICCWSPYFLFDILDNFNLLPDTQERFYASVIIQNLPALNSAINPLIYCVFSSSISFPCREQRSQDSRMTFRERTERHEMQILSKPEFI
# TRb-SRC2 inh – inhibitors of human thyroid hormone receptor beta-SRC2 interaction. P10828. TRbeta-SRC2 peptide binding, fluorescence polarization; receptor liganded with 1 µM T3. Potency, µM (top dose mostly 106 µM), for the others: top-dose activity change, negative = inhibition, actives largely listed as inhibitors. 280,000 tested, 0.065% active;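 further: potency means the concentration at half of the fitted maximal effect; plate controls were bound peptide for no effect and peptide without receptor for full effect; nearly all actives have a fitted effect of over 50% in size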
#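 Fluorescence polarization of 20 nM Texas Red SRC2 peptide with 0.6 uM human TRb ligand-binding domain, in Tris buffer with 1uM T3 and 5% DMSO. Incubated 5 hr ambient; normalized to unbound and bound controls.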
# CBFb RUNX1 block – blocks binding between human CBF-beta and RUNX1; 230,000 tested, under 10 active; Potency, µM (titrated, usually from 59.8 µM), for inactives: top-dose activity, negative = inhibition, usual class: inhibitors; AlphaScreen CBFb-His/RUNX1-biotin binding, biochemical; Q01196+Q13951; further: % of control where 0% means no effect
#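 CBFb-His/RUNX1-biotin, 30 nM each, preincubated 20 min RT; compound 15 min RT; Ni + streptavidin beads 50 ng each, 90 min RT; AlphaScreen read.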
# TexasRed fluor – Texas Red fluorescence interference in TRb-SRC2 counter-screen; AID 1479; 280,000 tested, 0.29% active; TRb/SRC2 Texas Red total fluorescence interference; Potency, µM (series often up to 106 µM), for the others: at the top dose fluorescence change, negative = quenching; active means well fitted curve in either direction with a large enough effect; inconclusive means small, poorly fitted or top-dose-only effect; further: potency means the concentration at half of the fitted maximal effect; on the % scale 0 is the no-effect control and ±100 the full control effect
#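 Human TRb ligand-binding domain at 0.6 uM with 20 nM Texas Red SRC2 peptide in Tris buffer containing 1 uM T3 and 5% DMSO, incubated with compound 5 h at ambient temperature. Total fluorescence (555/632 nm) calculated as parallel + 2 × perpendicular.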
# Numbers without * were called inactive; u = inconclusive; x = not tested or not shown; & = joins results of further samples; [ ] = dose if it differs, or a comment. Unless noted, the call rests on the fitted dose curve; in most records, active means well fitted curve in the direction sought with a large enough effect; inconclusive means small, poorly fitted or top-dose-only effect, or another doubt; inactive means no such curve, though single readings can be large; an effect the other way counts as inactive or inconclusive. These rows are one share of the data; the hit share may differ from the screen's.
Structure | Tau fluor counter | Epigenetic derep | Tau fibril FP | aGal spleen mod | NPSR antagonist | TRb-SRC2 inh | CBFb RUNX1 block | TexasRed fluor
Fc1ccc([C@H]2CCNC[C@H]2COc2ccc3c(c2)OCO3)cc1 | -7% | 0.4% | -4% | -25% | x | -8% | 1%[21.7 µM] | -1%
O=C(COC(=O)CCSc1ccccc1)Nc1ccc(F)cc1Cl | -6% | 2.0% | -5% | -2% | 14% | 0% | 17% | 0%
Cc1ccccc1Cc1c(C)nc2ncnn2c1C | 4% | -1.9% | 4% | -11% | 8%[46.1 µM] | 2% | 2% | -2%
O=C(CSc1nc(=O)n(CCN2CCOCC2)c2c1CCC2)Nc1cccc(Cl)c1 | -3% | 0.4% | -2% | x | x | 1% | x | 0%
C=CCSc1nc2c(c(=O)[nH]c(=O)n2C)n1C/C=C(/C)Cl | 7% | 3.6% | -1% | 3% | -5%[46.1 µM] | -10% | -2% | 2%
CC(C)(C)OC(=O)N1CCC(c2c(C(=O)NCCCN3CCc4ccccc4C3)cnn2-c2ccccc2)CC1 | -5% | -0.2% | -9% | x | x | 1% | x | -4%
Cc1ccc(Oc2nc(-c3cccnc3)nc3ccccc23)c([N+](=O)[O-])n1 | -7% | -3.4% | -3% | 0% | -1% | 6% | 1% | 0%
CCOC(=O)CC1=NN(c2ccccc2)C(=O)/C1=C\c1ccc(OC)cc1OC | -12% | 0.9% | 1% | -2% | -1% | 9% | 3% | -7%
CC/C(=N\NC(=O)c1c[nH]c2ccccc12)c1cccs1 | -18% | -4.8% | -6% | 4% | -10% | -5% | 8% | 1%
CC(C)CNC(=S)NC1CC2CCCC(C1)N2Cc1cccs1 (stereo not given) | 0% | -1.9% | -1% | -6% | -1%[46.1 µM] | -7% | -8% | -6%
N=c1c[n+](-c2ccc(Cl)cc2)[n-]o1 | -14% | 1.5% | -12% | -1% | 4%[46.1 µM] | -16% | 3% | 1%
Cc1ccc(NC(=O)C[n+]2ccccc2)cc1[N+](=O)[O-] | 7% | -0.4% | 3% | 10% | -10%[46.1 µM] | -3% | -6% | -1%
CCOC(=O)C(NC(=O)c1ccccc1F)(Nc1cc(C)on1)C(F)(F)F (stereo not given) | 12% | -7.9% | 0% | -13% | 9% | 0% | 9% | -1%
Cc1ccc(CS(=O)(=O)c2ccccc2-c2nnc(-c3ccc(Cl)cc3)o2)cc1 | -6% | -1.1% | -12% | -17% | -7%[46.1 µM] | 3% | 4% | -2%
COc1ccc(S(=O)(=O)Nc2cc(S(=O)(=O)c3ccccc3)c(O)c(C)c2C)cc1 | 3% | -0.2% | -9% | x | x | 3% | x | -9%
COc1ccc(S(=O)(=O)N2Cc3ccccc3CC2C(=O)Nc2nccs2)cc1 (stereo not given) | -6% | 0.0% | 2% | 1% | -13%[46.1 µM] | -8% | -1% | -5%
CN1CCN(c2c(F)cc3c(=O)c(C(=O)O)cn4c3c2OCN4C)CC1 | 0% | 6.9% | -3% | 1% | 13% | 10%&0% | 2% | -3%&1%
COc1ccc(CNC(=O)c2cc3c(-c4ccc(Cl)cc4)nn(C)c3s2)cc1 | -25% | 1.5% | u | x | x | -11% | x | 2%
Cc1ccc2c(CC(=O)NCCc3ccc(S(N)(=O)=O)cc3)coc2c1 | -7% | 0.0% | 1% | 7% | 15% | -2% | 18% | -6%
CS(=O)(=O)NCCSCc1ccco1 | -2% | -3.5% | -7% | 3% | -12%[46.1 µM] | 4% | -8% | 0%

# 8 entries from above, arranged by heavy-atom count, falling:
Structure | Tau fluor counter | Epigenetic derep | Tau fibril FP | aGal spleen mod | NPSR antagonist | TRb-SRC2 inh | CBFb RUNX1 block | TexasRed fluor
CC(C)(C)OC(=O)N1CCC(c2c(C(=O)NCCCN3CCc4ccccc4C3)cnn2-c2ccccc2)CC1 | -5% | -0.2% | -9% | x | x | 1% | x | -4%
COc1ccc(S(=O)(=O)Nc2cc(S(=O)(=O)c3ccccc3)c(O)c(C)c2C)cc1 | 3% | -0.2% | -9% | x | x | 3% | x | -9%
COc1ccc(S(=O)(=O)N2Cc3ccccc3CC2C(=O)Nc2nccs2)cc1 (stereo not given) | -6% | 0.0% | 2% | 1% | -13%[46.1 µM] | -8% | -1% | -5%
COc1ccc(CNC(=O)c2cc3c(-c4ccc(Cl)cc4)nn(C)c3s2)cc1 | -25% | 1.5% | u | x | x | -11% | x | 2%
CCOC(=O)C(NC(=O)c1ccccc1F)(Nc1cc(C)on1)C(F)(F)F (stereo not given) | 12% | -7.9% | 0% | -13% | 9% | 0% | 9% | -1%
C=CCSc1nc2c(c(=O)[nH]c(=O)n2C)n1C/C=C(/C)Cl | 7% | 3.6% | -1% | 3% | -5%[46.1 µM] | -10% | -2% | 2%
CS(=O)(=O)NCCSCc1ccco1 | -2% | -3.5% | -7% | 3% | -12%[46.1 µM] | 4% | -8% | 0%
N=c1c[n+](-c2ccc(Cl)cc2)[n-]o1 | -14% | 1.5% | -12% | -1% | 4%[46.1 µM] | -16% | 3% | 1%

# Additional records follow.
Structure | Tau fluor counter | Epigenetic derep | Tau fibril FP | aGal spleen mod | NPSR antagonist | TRb-SRC2 inh | CBFb RUNX1 block | TexasRed fluor
CCC[C@@H]1CC2=CC(=O)CC[C@]2(C)[C@H]2CC[C@@]3(C)[C@@H](CC[C@@]34CCC(=O)O4)[C@H]12 | x | x | x | 4% | x | 3% | 8% | -2%
COc1ccc2c(COC(=O)CNC(=O)C34CC5CC(CC(C5)C3)C4)cc(=O)oc2c1 | -10% | 1.1% | 9% | -1% | 7% | -2% | -3% | 7%
O=C(Nc1ccc(F)c(Cl)c1)C1CCN(C(=O)c2ccc(F)cc2)CC1 | -17% | 2.2% | -8% | x | x | 7% | x | -5%
Cc1cc(C)n(CCc2nc3c4ccccc4nc(SCc4ccc(Cl)cc4)n3n2)n1 | 6% | 0.8% | 9% | x | x | 2% | x | -2%
CCOC(=O)Cc1nnc(NC(=O)Nc2ccccc2)s1 | -26% | -1.8% | -18% | -3% | -12%[46.1 µM] | 2% | 2% | 0%
COCCNC(=S)N1CCN(c2cccc(C(F)(F)F)c2)CC1 | -4% | -1.5% | 7% | 1% | u | 0% | -18% | -1%
CC(=O)c1cccc(NS(=O)(=O)c2c(C(=O)N3CCCCCC3)c(C)n(C)c2C)c1 | -1% | 0.8% | -7% | x | x | 1% | x | -5%
COc1ccc2c(c1OC)C(=O)OC2Nc1nc(-c2cc3cc([N+](=O)[O-])ccc3oc2=O)cs1 (stereo not given) | -15% | 0.0% | 1% | -2% | -20%[46.1 µM] | 4% | -8% | u
O=C(O)C1=C[C@H](C2CC2)C[C@H](OCCCCO)O1 | 1% | -1.4% | -14% | 0% | -31% | -1% | 9% | -3%
O=C(Nc1cc(C(F)(F)F)ccc1F)C1CCCCC1 | -7% | 3.7% | 1% | -4% | -4%[46.1 µM] | 4% | 13% | 1%
CCOc1ccc(CNC(=O)c2ccc(Sc3ccc(C)cc3)c(NC(C)=O)c2)cc1 | -6% | -1.8% | 8% | 4% | -15% | 7% | -1% | -2%
CC(C)(C)NC(=O)CSc1nc2ccccc2c(=O)[nH]1 | 4% | -2.8% | -2% | -1% | 8% | 3% | 2% | -2%
CCCOc1ccc(-c2nonc2NC(=O)c2cc(OC)c(OC)c(OC)c2)cc1OCCC | u | -1.9% | u | x | x | 1% | x | 5%
O=c1oc2c(CN3CCOCC3)c(O)ccc2c2ccccc12 | -7% | -2.0% | -5% | -15% | -1%[46.1 µM] | -7% | 0% | -2%
CCCCNC(=S)NNC(=O)c1c(C)nc2ccccn12 | 3% | u | 0% | -2% | -1% | 2% | 0% | -2%
COC(=O)Nc1ccc2c(c1)N(C(=O)CCN1CCN3CCCC3C1)c1ccccc1CC2 (stereo not given) | 7%&-4% | 0.0%&3.4% | 11%&5% | -2%&-4% | 1%[46.1 µM] | -7%&-11% | 13%&-27% | -5%&-5%
CCOc1ccc(S(=O)(=O)N(C)c2ccc(OCC(=O)N3c4ccc(C)cc4C4CN(C)CCC43)cc2)cc1 (stereo not given) | -18% | -0.2% | -2% | -14% | -32% | -1% | 5% | 0%
COc1cc(/C=N/NC(=O)c2sc3nc(C)cc(C)c3c2N)ccc1O | -19% | 1.1% | 20% | -3% | 1% | 0% | 9% | -6%
C[C@H]1C(c2ccccc2)=NN(c2ccccc2)[C@@H]1CO | u | 2.2%[96.6 µM] | u | u | x | -2%[201 µM] | u | 1%[201 µM]
O=C(CN1CCN(c2ccc(Cl)cc2)CC1)NCc1ccccc1 | -9% | 0.5% | -4% | -5% | 3% | -4% | 13% | -1%
COc1ccc2[nH]cc(C(=O)CN3CCCCC3)c2c1 | -1% | -0.9% | -3% | -7% | -2%[46.1 µM] | 1% | 0% | 2%
OCCCNC(=S)Nc1ccc(Br)cc1Cl | -13% | 1.2% | -2% | -4% | -5% | -6% | 1% | 0%
O=C(c1cnc2sccn2c1=O)N1CCc2ccccc2C1 | -2% | -6.7% | -4% | 2% | -3%[46.1 µM] | -2% | 2% | -4%
NS(=O)(=O)c1ccc(CCNC(=O)C(=O)NCC2OCCN2C(=O)c2ccc3c(c2)OCO3)cc1 (stereo not given) | 1% | 5.5% | 5% | -6% | 6% | -2% | -4% | -2%
N#Cc1cnn2c1nc(N1CCCCC1)c1ccccc12 | -4% | 5.4% | -6% | -8% | u | 5% | -1% | -2%
COCCCn1c(C)csc1=Nc1cccnc1 | 1% | 0.0% | -4% | 7% | 5% | -2% | 7% | 2%
COc1cccc(OCC(=O)NNC(=O)c2ccc(-c3ccccc3)cc2)c1 | -12% | -1.3% | -8% | -18% | -1%[46.1 µM] | 7% | -3% | 2%
O=S(=O)(NCc1ccco1)c1ccc(Cl)nc1 | 2% | -1.6% | 5% | -5% | -4% | 11% | 28% | -2%
CCC/C=N/NC(=O)c1cc(Br)ccc1O | -13% | -3.2% | 6% | -4% | 12% | 8% | 3% | 3%
CCOC(=O)CSc1nc(N(C)C)nc(N(C)C#N)n1 | -3% | -0.8% | -1% | 1% | -8%[46.1 µM] | 1% | -2% | 1%
Cc1ccc2oc3c(c(=O)c2c1)C(c1ccccc1F)N(c1ccccn1)C3=O (stereo not given) | -3% | 5.9% | 9% | x | x | 3% | x | -6%
